Nrf2 block – blocks Nrf2 signaling. A549 ARE-Fluc reporter, luciferase luminescence, 18-24 h. Potency, µM (series often up to 46 µM), for inactives: top-dose activity change, negative = inhibition, usual class: inhibitors. AID 504444. 2.1% of 360,000 active; note: potency is the fitted concentration of half-maximal effect; % is set by controls: 0 for no effect and ±100 for the full control effect; nearly all actives have a fitted effect of over 60% in size
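Nrf2 function is reported as luminescence of an ARE-controlled luciferase in A549 cells. Compounds were tested at several concentrations, and a CellTiter-Fluor read on the same wells flagged cytotoxicity.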
Akt phos inh – Akt phosphorylation inhibition; Neuro2A IGF-stimulated pAkt S473 HTRF, 20 min; active compounds read low; activity change, % for hits at 50 µM; 0.32% of 360,000 active; AID 651550; in the data active = activity change below about -80%; inconclusive = mostly about -51% to -80%; note: % is set by controls: 0 for no effect and ±100 for the full control effect
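Single-point screen (50 µM final compound) in Neuro2A cells stimulated 20 min with 6 nM IGF at 37 deg C. After lysis, Ser473-phosphorylated Akt read by HTRF (ex 330 nm, em 615/665 nm) as the 665/615 ratio.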
EPAC2 antag – EPAC2 (human) antagonism | Q8WZA2 | EPAC2 GEF exchange of Rap1B-BODIPY-GDP, fluorescence | Potency, µM (titrated, usually from 114 µM), for inactives: at the highest dose activity, negative = inhibition, hits mostly inhibitors | 0.18% of 360,000 active | AID 720708; note: potency is the fitted concentration of half-maximal effect; % is set by controls: 0 for no effect and ±100 for the full control effect; nearly all actives have a fitted effect of over 45% in size; many of its hits are not listed in these tables
Target sequence (Q8WZA2 whole entry, looked up): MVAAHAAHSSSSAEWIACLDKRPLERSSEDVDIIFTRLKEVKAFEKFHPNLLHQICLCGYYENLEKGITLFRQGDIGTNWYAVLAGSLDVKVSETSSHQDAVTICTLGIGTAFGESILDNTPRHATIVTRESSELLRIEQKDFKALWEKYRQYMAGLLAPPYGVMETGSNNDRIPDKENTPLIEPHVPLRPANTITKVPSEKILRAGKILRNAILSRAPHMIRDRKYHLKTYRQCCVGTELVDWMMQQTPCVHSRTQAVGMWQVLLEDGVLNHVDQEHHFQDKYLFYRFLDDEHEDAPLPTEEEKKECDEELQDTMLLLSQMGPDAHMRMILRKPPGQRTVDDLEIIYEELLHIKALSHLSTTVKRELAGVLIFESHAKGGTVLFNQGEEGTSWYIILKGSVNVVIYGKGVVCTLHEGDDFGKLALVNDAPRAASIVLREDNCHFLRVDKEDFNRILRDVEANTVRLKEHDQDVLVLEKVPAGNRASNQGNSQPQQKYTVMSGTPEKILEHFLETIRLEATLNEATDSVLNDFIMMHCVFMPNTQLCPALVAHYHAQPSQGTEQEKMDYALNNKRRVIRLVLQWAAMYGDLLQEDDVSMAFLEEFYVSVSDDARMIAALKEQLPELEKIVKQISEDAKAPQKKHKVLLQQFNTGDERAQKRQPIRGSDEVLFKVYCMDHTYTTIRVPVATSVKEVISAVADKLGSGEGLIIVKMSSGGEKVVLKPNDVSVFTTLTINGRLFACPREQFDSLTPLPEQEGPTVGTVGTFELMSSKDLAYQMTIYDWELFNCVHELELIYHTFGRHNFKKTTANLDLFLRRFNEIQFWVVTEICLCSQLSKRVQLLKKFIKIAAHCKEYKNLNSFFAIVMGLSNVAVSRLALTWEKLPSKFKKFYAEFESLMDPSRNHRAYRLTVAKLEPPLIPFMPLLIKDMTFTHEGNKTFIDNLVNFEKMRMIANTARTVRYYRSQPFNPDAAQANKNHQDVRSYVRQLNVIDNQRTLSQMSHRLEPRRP
EPAC2 ag – EPAC2 (human) agonism | 0.079% of 360,000 active | Q8WZA2 | AID 720711 | EPAC2 activation, biochemical qHTS; response scale: 100% = 6.5 mM cAMP response | Potency, µM (titrated, usually from 154 µM), inactives show at the top dose activation, most hits filed as activators; note: potency is the fitted concentration of half-maximal effect; nearly all actives have a fitted effect of over 50% in size
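Fluorescence exchange assay: 100 nM EPAC2 with 250 nM RAP1B-BODIPY-GDP and 50 uM GDP; compounds tested as a concentration-titration series (qHTS). Loss of Rap1-bound BODIPY-GDP fluorescence read at 480/540 nm; data normalized to 6.5 mM cAMP.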
MmCpn inh – M. maripaludis TRiC chaperonin inhibition | purified Mm-Cpn ATPase, ADP Transcreener TR-FRET | Potency, µM (highest dose often 76.9 µM), inactives show at the highest dose activity, negative = inhibition, most hits filed as inhibitors | 0.031% of 330,000 active | AID 504842; note: potency is the fitted concentration of half-maximal effect; % is set by controls: 0 for no effect and ±100 for the full control effect; nearly all actives have a fitted effect of over 80% in size
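Quantitative HTS used 25 nM Mm-CPN and 10 uM ATP in magnesium/KCl Tris buffer, pH 7.4, with 1 mM DTT. Hydrolysis ran 30 min at 37°C; ADP was read by HTRF.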
TGFb SMAD3 inh – TGF-b pathway inhibition | Potency, µM (titrated, usually from 46.1 µM), inactives show at the top dose activity, negative = inhibition, actives largely listed as inhibitors | HepG2 CAGA-GFP TGF-b/SMAD3 reporter, GFP fluorescence, 18 h; TGF-beta stimulated, 500 pg/mL final | 1.2% of 410,000 active | AID 588855; note: potency is the fitted concentration of half-maximal effect; % is set by controls: 0 for no effect and ±100 for the full control effect; nearly all actives have a fitted effect of over 65% in size
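HEPG2 CAGA-GFP reporter cells (1000/well, DMEM with 1% FBS) received compounds, then recombinant TGF-beta at 500 pg/mL final for 18 hours at 37 degrees C. Per-cell GFP summed per well was normalised to unstimulated and stimulated DMSO controls before curve fitting.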
Nrf2 activator – activates Nrf2 signaling; 0.31% of 410,000 active; Potency, µM (series often up to 46.1 µM), for inactives: top-dose activation, actives largely listed as activators; AREc32 ARE-luciferase reporter (MCF7-derived line), luminescence, 24 h; note: potency is the fitted concentration of half-maximal effect; % of control where 0% means no effect; nearly all actives have a fitted effect of over 65% in size
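Steps: seed AREc32_Fluc cells (1000/well, 5% FBS OPTI-MEM); incubate overnight at 37 deg C; add 23 nL compound; incubate 24 hr; add Steady-Glo; hold 30 min RT; read luminescence.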
CCT modulator – changes cytosolic chaperonin activity | purified chaperonin ATPase assay, HTRF ADP detection, 30 min | activity change, % (concentration not given with the values), hits read low | 0.3% of 360,000 active; in the data active = activity change below about -30%; note: % is set by controls: 0 for no effect and ±100 for the full control effect
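Nucleotide hydrolysis assay: TRiC at 20–40 nM final (set by batch activity) with 10 uM ATP, 30 min at 37 °C, in presence of 76 uM compound. Detection by competitive ADP HTRF, 30 min ambient.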
A549 viability – counter-screen for Nrf2 inhibitors: cytotoxicity in A549 cells. A549 ARE-Fluc cells, CellTiter-Fluor viability, 18-24 h. Potency, µM (doses to about 46 µM), without a hit: at the highest dose activity change, negative = cytotoxicity, hits mostly inhibitors. 0.16% of 390,000 active. AID 504648; note: potency is the fitted concentration of half-maximal effect; % is set by controls: 0 for no effect and ±100 for the full control effect
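A549 ARE-Fluc cells in 5% FBS OPTI-MEM, 5000 cells/well, rested 2 h then exposed to compounds in concentration-response for 18-24 h at 37 °C. Viability by CellTiter-Fluor fluorescence (Ex 405/Em 525) after 30 min; luciferase luminescence (BugLite, 15 min, RT) read afterwards.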
An asterisk follows results filed as active; i = inactive; u = inconclusive; x = not tested or not shown; & = joins results of further samples; [ ] = dose if it differs, or a comment. Unless noted, calls come from the whole dose curve; as a rule, active = well fitted curve in the direction sought with a large enough effect; inconclusive = small, poorly fitted or top-dose-only effect, or another doubt; inactive = no such curve, though single readings can be large; an effect the other way counts as inactive or inconclusive. This is a subset, so the mix of outcomes need not match the whole.

SMILES | Nrf2 block | Akt phos inh | EPAC2 antag | EPAC2 ag | MmCpn inh | TGFb SMAD3 inh | Nrf2 activator | CCT modulator | A549 viability
CCc1[nH]nc(C(=O)N2CCCC(Nc3ccc(C(C)C)cc3)C2)c1C (configuration not stated) | u | i | -3% | -9% | 5% | u | 2.1% | -2.0 | -10%
O=C(NN=Cc1ccccc1C(=O)O)c1ccc(NS(=O)(=O)c2cccs2)cc1 | 0% | i | -6% | 13% | -7% | 4% | -1.5% | -0.5 | 2%
O=C(Nc1cccc([N+](=O)[O-])c1)Nc1ccc(Cl)cn1 | 1% | i | 6% | 2% | 0% | 0% | 14% | -3.2 | -1%
O=C(C1CCCN(c2ncccn2)C1)N1CCc2ccccc21 (configuration not stated) | -12% | i | -2% | 2% | 1% | -4% | -0.5% | -6.1 | 1%[1.84 µM]
CCCCCn1c(=O)c2c(nc3n2CCN3c2ccc(Br)cc2)n(C)c1=O | -4% | x | x | x | x | u | 0.2% | x | 0%
O=S1(=O)c2c(F)cccc2OC(COc2ccccc2)CN1CCc1ccc(F)cc1 (configuration not stated) | 10% | i | -6% | 14% | x | -14% | 0.9% | -1.6 | 1%
COCCNc1nnc(SCC(=O)NC2CCCCC2)s1 | -29% | i | 8% | 8% | -3% | 5% | -0.5% | -0.9 | 0%
Cc1c(NC2(c3nnnn3-c3ccc(Br)cc3)CCCCC2)c(=O)n(-c2ccccc2)n1C | 21% | i | -2% | 11% | 0% | 6% | -0.8% | -3.3 | 7%
NC(=O)C1=C[C@H](c2ccc(C(F)(F)F)cc2)C[C@H](OCCCCO)O1 | -7% | i | 8% | 6% | x | u | -0.7% | -2.2 | 13%
Cc1ccc(N(C)C(=O)CC(C)S(=O)(=O)c2ccc3c(c2)NC(=O)CO3)cc1 (configuration not stated) | u | i | 0% | 6% | -1% | u | -0.8%&2.3% | 0.0 | 7%&8%
O=C(Nc1ccccc1)N1CCN(c2ncccn2)CC1 | 2% | i | 4% | -6% | -1% | -9% | 0.1% | 2.2 | 5%
COc1ccc(C(=O)Nc2ccc3c(c2)nc(CCNC(=O)c2ccco2)n3C)cc1 | 10% | i | -3% | 7% | -1% | 26% | 0.0% | -2.3 | 3%
N#Cc1c(-c2cccnc2)cc(-c2ccccc2)nc1N | 18% | i | 2% | 5% | -2% | -27% | 29% | -3.8 | 0%
Cc1cccn2c(CNCCSc3nccn3C)c(C(=O)N3CCCCC3)nc12 | 2% | i | 12% | 5% | 1% | 3% | 0.4% | -3.9 | 0%
CC(C)Oc1ccc(CCc2n[nH]c(=S)n2Cc2ccccc2)cc1 | u | i | -22% | u | 0% | u | 3.9% | -2.5 | -3%
Cc1cc(C)cc(C(=O)NC(CC(N)=O)c2ccc(N3CCC(Cc4ccccc4)CC3)c([N+](=O)[O-])c2)c1 (configuration not stated) | 6% | i | 9% | 1% | 0% | u | 3.8% | -0.3 | -14%
O=S(=O)(c1ccc(Cl)cc1)N1CCCN(c2ccc(C(F)(F)F)cn2)CC1 | -26% | i | -2% | -5% | 3% | -15% | -0.2% | 0.0 | -4%
O=C(COC(=O)c1cnccn1)Nc1ccccc1-c1ccccc1 | 2% | i | 0% | -3% | 2% | -1% | -0.1% | -2.2 | 3%
N#CCCn1cnc2c(=S)nc[nH]c21 | 2% | i | -1% | 4% | 3% | 7% | 0.3% | -1.0 | 4%
Cc1nc2nc(Cc3ccccc3)nn2c(C)c1Cl | 2% | i | -2% | 8% | 1% | 2% | -0.6% | -0.9 | -10%
N#Cc1ccc(COC(=O)c2cnc(Cl)c(Cl)c2)cc1 | 0% | i | 1% | 7% | 1% | 14% | 25% | -3.3 | 7%
COc1ccc(S(=O)(=O)N(C)CC(=O)NCc2cccnc2)cc1OC | -8% | i | -7% | 0% | 0% | -2% | -0.2% | -4.8 | 7%
COc1cccc(NC(=S)N(CCC(C)C)C2CCN(C(C)=O)CC2)c1 | -4% | i | 0% | 2% | 4% | 0% | 1.8% | -0.6 | 8%
Cc1cc(C(F)(F)F)nn1CC(=O)N1CCCCC1C (configuration not stated) | 9% | i | 7% | -9% | -10% | 9% | 0.5% | -7.9 | -5%
O=C(CCC(=O)N(CC(=O)NC1CCCCC1)Cc1ccc(F)cc1)Nc1nccs1 | 5% | i | 8% | 3% | 0% | 1% | -0.1% | -4.8 | -1%
CN(CCc1ccccn1)C(=O)c1ccc(OC2CCN(CCc3ccccc3)CC2)cc1 | -8% | i | 4% | -1% | 0% | 0% | -0.3% | 1.5 | -15%
CC(=O)NN1C(=O)c2ccccc2NC1c1ccc([N+](=O)[O-])o1 (configuration not stated) | u | i | 0% | 4% | 0% | -17% | 13% | -1.7 | u
O=[N+]([O-])c1ccc(-n2cccn2)c(-c2nn[nH]n2)c1 | -8% | i | 2% | 3% | 1% | -13% | -0.1% | -2.3 | 1%
COc1ccc(CCNC(=O)CSc2ccc3nnc(CCNC(=O)c4ccccc4)n3n2)cc1OC | 14% | i | 5% | 4% | -2% | -11% | -0.1% | 0.8 | 2%
CCOc1ccc(OCC)c(NC(=O)C2CCN(S(=O)(=O)c3cccc4nonc34)CC2)c1 | x | i | -3% | 12% | -1% | 13% | 0.0% | -1.5 | 2%

An excerpt from above in order of the CCT modulator value, descending:
structure | CCT modulator
CN(CCc1ccccn1)C(=O)c1ccc(OC2CCN(CCc3ccccc3)CC2)cc1 | 1.5
O=C(COC(=O)c1cnccn1)Nc1ccccc1-c1ccccc1 | -2.2
COc1ccc(S(=O)(=O)N(C)CC(=O)NCc2cccnc2)cc1OC | -4.8

More records follow.
SMILES | Nrf2 block | Akt phos inh | EPAC2 antag | EPAC2 ag | MmCpn inh | TGFb SMAD3 inh | Nrf2 activator | CCT modulator | A549 viability
CCOC(=O)N/N=C/c1cccnc1 | 4% | i | 2% | 11% | 0% | 8% | 3.0% | 0.1 | 1%
CCOc1ccccc1N1CCN(C(=O)CC(C)C)CC1 | -12% | i | 1% | 9% | 3% | 1% | -0.1% | -3.9 | -12%
COc1ccccc1NC(=O)C1=C(C)Nc2nnnn2C1c1ccccc1OC (configuration not stated) | x | i | 6% | -5% | 1% | -5% | 2.0% | 0.2 | -3%
NS(=O)(=O)c1cccc(NC(=O)CSc2nnc(-c3ccccc3F)n2C2CC2)c1 | -8% | i | 9% | -2% | 1% | -21% | 0.4% | 0.7 | -10%
CCC(SC1=N/C(=C/c2ccccc2OC)C(=O)N1c1ccccc1)C(=O)Nc1cc(C)on1 (configuration not stated) | u | i | -4%[57.1 µM] | 5% | 1% | -10% | 3.5% | -1.7 | -17%
Cc1ccc(-n2ncc(C(=O)NCCCN3CCCCC3)c2C2CCN(C(=O)OC(C)(C)C)CC2)cc1 | -5% | x | x | x | x | -6% | 3.3% | x | 1%
CCOc1cc(/C=N/Nc2nc(-c3cccc(S(=O)(=O)N4CCCC4)c3)cs2)ccc1O | 4% | i | 0% | 0% | -1% | u | 8.0% | -2.5 | -8%
C[C@@H]1CN([C@H](C)CO)C(=O)CCCn2nncc2CO[C@H]1CN(C)C(=O)CCC(F)(F)F | x | i | 9% | 0% | x | 8% | -0.3% | -0.3 | x
O=C(N/N=C/c1ccccc1C(F)(F)F)c1ccc2nc[nH]c2c1 | u | i | -5% | -1% | -1% | -2% | 2.5% | 2.0 | 7%
C=CCN=C1S/C(=C\c2ccc(Cl)cc2)C(=O)N1CC=C | -14% | i | -10% | -2% | 3% | 2% | 2.8% | 2.2 | 12%
C/C(=C\c1ccccc1)C(=O)NCc1ccco1 | u | i | 3% | 4% | 1% | 21% | 8.6% | 1.5 | 3%
CCCN(CC1CC1)C(=S)Nc1ccc(C(C)=O)cc1 | 0% | i | 6% | -1% | 0% | 0% | 0.3% | -1.9 | 0%
CCOC(=O)c1c(SCCN2CCCCC2)n(-c2ccccc2)c(=S)n(-c2ccccc2)c1=O | 3% | i | 3% | -10% | x | 0% | -0.6% | -2.3 | 9%

Among those listed so far, these have a Cl atom.
SMILES | Nrf2 block | Akt phos inh | EPAC2 antag | EPAC2 ag | MmCpn inh | TGFb SMAD3 inh | Nrf2 activator | CCT modulator | A549 viability
O=C(Nc1cccc([N+](=O)[O-])c1)Nc1ccc(Cl)cn1 | 1% | i | 6% | 2% | 0% | 0% | 14% | -3.2 | -1%
O=S(=O)(c1ccc(Cl)cc1)N1CCCN(c2ccc(C(F)(F)F)cn2)CC1 | -26% | i | -2% | -5% | 3% | -15% | -0.2% | 0.0 | -4%
Cc1nc2nc(Cc3ccccc3)nn2c(C)c1Cl | 2% | i | -2% | 8% | 1% | 2% | -0.6% | -0.9 | -10%
N#Cc1ccc(COC(=O)c2cnc(Cl)c(Cl)c2)cc1 | 0% | i | 1% | 7% | 1% | 14% | 25% | -3.3 | 7%
C=CCN=C1S/C(=C\c2ccc(Cl)cc2)C(=O)N1CC=C | -14% | i | -10% | -2% | 3% | 2% | 2.8% | 2.2 | 12%

Source: PubChem BioAssay
